tuberculosis growth = growth inhibition of non-replicating M. tuberculosis (AID 488890) | Mycobacterium tuberculosis non-replicating, growth inhibition; higher % means a stronger effect | one-dose inhibition, % at 25 µM; IC50 in µM for titrated hits | actives 0.39% (n = 320,000); in the data active = a potency from the dose series; inconclusive = inhibition mostly from about 82% at the one dose, without a potency; inactive = the rest, 99 in 100 with inhibition below about 76%;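 note: plate controls were DMSO cells for no effect and high antibiotic wells for full effect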
H37Rv inhibition = M. tuberculosis growth inhibition, HTS (AID 449762); inhibition, % at 25 µM, or IC50 in µM where a hit was titrated; M. tuberculosis H37Rv growth inhibition, 7H9 media; higher % means a stronger effect; actives 0.59% (n = 330,000); in the data active = a potency from the dose series; inconclusive = inhibition above about 70% without an active follow-up result;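 note: bacterial growth assessed after seven days of incubation; strong numbers were not always called active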
VEEV TC-83 Vero = inhibitors of VEEV TC-83 cytopathic effect, confirmation, Vero cells (AID 588727) | Vero cells, VEEV TC-83 cytopathic effect inhibition; higher % means a stronger effect | inhibition, % at 20 µM; hits with a dose series show IC50 in µM | actives 0.13% (n = 350,000); in the data active = a potency from the dose series; inconclusive = inhibition mostly from about 14% at the one dose, without a potency; inactive = the rest, 99 in 100 with inhibition below about 12%; note: strong numbers were not always called active
influenza NS1A = H1N1 influenza NS1A inhibitors, functional cell based assay (AID 504329); NS1A functional cell-based assay, percent inhibition; higher % means a stronger effect; inhibition, % at 12.5 µM; hits with a dose series show IC50 in µM; actives 0.3% (n = 340,000); in the data active = a potency from the dose series; inconclusive = inhibition above about 27% without an active follow-up result; note: strong numbers were not always called active
PhoP GFP inhibition = Inhibition of PhoP regulon, Salmonella typhi GFP reporter cells, confirmation, 4 h (AID 1850); Salmonella Typhi PhoP-promoter GFP reporter, fluorescence, 4 h; higher % means a stronger effect; inhibition, % at 50 µM, or IC50 in µM where a hit was titrated; actives 0.33% (n = 310,000); in the data active = a potency from the dose series; inconclusive = inhibition mostly from about 25% at the one dose, without a potency; inactive = the rest, 99 in 100 with inhibition below about 19%;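 note: 0% = induced wells with vehicle and 100% = uninduced wells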
VEEV TC-83 Vero 10K pilot screen = second read-out of VEEV TC-83 Vero, no call of its own (marks repeat the call); inhibition, %; measured here: 10K pilot screen inhibition
Starred values were filed as active, the others as inactive; i = inactive; ? = inconclusive; / = not tested or not shown.

SMILES	tuberculosis growth	H37Rv inhibition	VEEV TC-83 Vero	influenza NS1A	PhoP GFP inhibition	others
CCN(CC(=O)Nc1c(F)cccc1F)C(=O)c1nn(C)c(=O)c2ccccc12	-14%	-15%	3.2%	-9%	/
COc1cccc(C(C(=O)NC2CCCC2)N(Cc2ccccc2OC)C(=O)c2ccco2)c1 (stereo unspecified)	23%	4%	9.1%	-21%	4%
O=c1c2c3c(sc2ncn1/N=C/c1ccco1)CCCC3	-3%	-3%	1.7%	8%	-1%
CCOC(=O)CN1N=C(/C=C/c2ccc(OC)cc2)CCC1=O	-9%	-7%	1.5%	-7%	-1%
Cc1c([N+](=O)[O-])c(C(=O)Sc2ccc(Br)cc2)nn1C	?	1%	i	11%	-5%
O=C(CCC(=O)Nc1ccccc1Cl)NNC(=O)Nc1cccc([N+](=O)[O-])c1	-4%	-2%	1.7%	16%	-13%
OC(COc1ccccc1)CN1CCN(c2cccc(Cl)c2)CC1 (stereo unspecified)	/	/	5.4%	3%	/
Oc1cc2c(cc1CN1CCN(c3ccc(F)cc3)CC1)OCO2	30%	3%	3.0%	14%	-5%
COc1cccc(C(=O)OCc2ccccc2C#N)c1O	40%	2%	5.8%	2%	1%
COc1ccc(/C=C2\SC(=S)N(CCC(=O)NCCCn3ccnc3)C2=O)cc1	41%	-2%	2.1%	3%	1%
CCOc1ccc2nnnn2n1	8%	2%	i	8%	24%
CC(=O)c1ccc(Nc2cc(C)nc3ccccc23)cc1	16%	-1%	9.2%	-2%	14%
Cc1ccc(NC(=O)CSc2nc3c(c(=O)[nH]2)CCC3)c(C)c1	12%	-5%	0.9%	-8%	7%
CCc1nnc(NC(=O)c2ccc(Br)c(S(=O)(=O)N3CCOCC3)c2)s1	0%	13%	2.3%	-1%	3%
COc1ccc(C(c2c(C)[nH]n(C(N)=S)c2=O)C(C#N)C#N)cc1 (stereo unspecified)	-2%	1%	2.5%	-2%	-4%
COc1cc2cc(CN(CCc3ccccc3C)C(=S)NCCCN(C)C)c(=O)[nH]c2cc1OC	49%	6%	0.9%	14%	-3%
COc1ccc(C(=O)N/N=C/c2c[nH]c3ccccc23)cc1	-13%	-2%	2.1%	1%	5%
Cc1cccc(-n2c(SCc3cc(=O)n4c(C)cccc4n3)nc3[nH]ncc3c2=O)c1	-3%	-9%	/	/	-7%
COC(=O)c1ccc(-c2csc(NC(=O)C3=COCCO3)n2)cc1	34%	5%	1.1%	18%	-2%
CCCCN(C)C(=S)Nc1ccc2nc(N3CCN(CC)CC3)cc(C)c2c1	51%	9%	0.3%	0%	8%
CN1CCNC(=O)C1CC(=O)O (stereo unspecified)	0%	2%	2.9%	-1%	-11%
O=C(CN(Cc1ccc(Cl)cc1)C(=O)c1csnn1)NCc1ccc(F)cc1	-5%	-11%	i	4%	4%
CC(NC(=O)c1ccccc1[N+](=O)[O-])C1CC2CCC1C2 (stereo unspecified)	48%	11%	1.1%	0%	-3%
COc1ccc(OCC(O)Cn2c(N3CCCCC3)nc3c2c(=O)[nH]c(=O)n3C)cc1 (stereo unspecified)	20%	-3%	0.1%	-2%	-1%
O=C(Cn1cc(C(=O)c2cccs2)c2ccccc21)NC1CCCCC1	29%	-5%	1.7%	4%	12%
Cc1ccc(NC(=O)C(=O)c2ccc(C)cc2)cc1	58%	7%	0.3%	1%	5%
CN(C)CCNc1oc(-c2ccccc2F)nc1C#N	-7%	-10%	0.5%	1%	5%
Cc1ccc(Sc2c([N+](=O)[O-])c(=O)n(C)c3ccccc23)cc1	51%	0%	1.7%	-1%	-7%
CCOC(=O)c1[nH]c(C)c(C(=O)Nc2ccc(C)c(F)c2)c1C	0%	2%	3.6%	0%	-4%
CC(C)Cn1c2ccccc2c2cc(C(=O)O)ccc21	28%	6%	0.5%	-7%	-5%
C/C(Cn1nnc([N+](=O)[O-])n1)=N\NC(=O)c1ccccc1	?	26%	0.7%	-3%	37%
CC(=O)c1c(C)n(CCc2ccc(Cl)cc2)c2ccc(O)cc12	33%	9%	1.3%	-2%	-3%
CN(Cc1ccccc1)C(=O)CN(Cc1ccccc1)S(C)(=O)=O	-3%	6%	1.4%	7%	8%
FC(F)(F)c1nc(SCc2ccccc2)n[nH]1	42%	7%	i	-5%	7%
CCOc1ccc(CC(=O)NNC(=S)Nc2ccccc2)cc1Br	27%	3%	0.6%	3%	-6%
O=C(c1ccc(S(=O)(=O)c2ccc(Cl)cc2)cc1)N1CCOCC1	-4%	5%	0.7%	3%	1%
Cc1cc(C(=O)CSc2nncs2)c(C)n1-c1ccc2c(c1)OCO2	49%	-2%	1.1%	10%	-10%
CCC1SC(C)C/C(=N/NC(N)=O)C1C (stereo unspecified)	-2%	-2%	6.1%	8%	2%
CCOC(=O)c1c(NC(=O)Cc2cccs2)sc(C(=O)NC2CCCCC2)c1C	/	-6%	i	1%	-8%
CNC(=O)c1nc(C)n(-c2ccc([N+](=O)[O-])cc2)n1	-3%	5%	i	-18%	0%
O=C(CSc1ccccn1)Nc1ccccc1F	74%	7%	5.0%	-4%	2%
CCO[C@@H]1OC(C(=O)NCc2ccccc2)=C[C@H](c2ccc(C(F)(F)F)cc2)[C@H]1CCCO	6%	11%	2.0%	2%	-6%
O=C(COc1ccc(S(=O)(=O)N2CCCC2)cc1)NCc1ccco1	-2%	5%	1.1%	-3%	-10%
COC(=O)C(C)Sc1ccc2nnc(-c3ccc(F)cc3)n2n1 (stereo unspecified)	-16%	0%	0.5%	14%	3%
O=C(NCCCN1CCCC1=O)c1ccc2c(c1)OCO2	-10%	-9%	1.0%	-25%	8%
O=C(N/N=C/c1ccccc1[N+](=O)[O-])c1ccc(COc2ccccc2-c2ccccc2)cc1	23%	0%	9.5%	6%	0%
CC(=O)Nc1ccc(NC(=S)NC(=O)/C=C/c2ccco2)cc1	8%	12%	2.1%	2%	-4%
Cc1cccc(-n2c(N)cc(=O)nc2SCC(=O)NC2CCCCC2)c1	-15%	0%	0.5%	4%	0%	VEEV TC-83 Vero 10K pilot screen=0.5
CCCCNC(=O)C1CCC(=O)N1CCc1ccccc1 (stereo unspecified)	-20%	-4%	1.1%	-5%	2%
CCOC(=O)c1[nH]c2ccc(F)cc2c1NC(=O)CCN1CCSCC1	-8%	-4%	0.4%	-4%	12%
More records
SMILES	tuberculosis growth	H37Rv inhibition	VEEV TC-83 Vero	influenza NS1A	PhoP GFP inhibition	others
O=C(O)c1cccc(NS(=O)(=O)c2ccc(C3CCCCC3)cc2)c1	0%	-5%	i	2%	-6%
O=C(CN1C(=O)NC2(CCCCCC2)C1=O)c1ccc(F)cc1	-6%	-2%	0.7%	-3%	0%
O=C1/C(=C/c2c[nH]c3ccccc23)CCC/C1=C\c1c[nH]c2ccccc12	52%	9%	?	-4%	10%
CCSc1nnc(NC(=O)c2cccc3ccccc23)s1	/	2%	2.7%	8%	-4%
Cc1cccc(N(C(=O)C(F)(F)F)C(C(=O)NC2CCCCC2)c2cccs2)c1 (stereo unspecified)	31%	-6%	0.9%	-8%	-8%
CCc1ccccc1N(CC(=O)NCC1CCCO1)C(=O)CCC(=O)Nc1cc(C)on1 (stereo unspecified)	-2%	-3%	i	-5%	13%
CC(C)n1c(NCc2ccccc2O)nc2ccccc21	45%	1%	0.6%	0%	-6%
Cc1c(NC(=O)c2cccc(NC(=O)COc3ccccc3C#N)c2)c(=O)n(-c2ccccc2)n1C	/	/	6.7%	1%	/
CN1CCC(OC(c2ccccc2)c2ccc(Cl)cc2)C1 (stereo unspecified)	/	/	i	0%	/
COCCn1c(SCC(=O)NC(=O)Cc2ccccc2)nc2ccccc2c1=O	-8%	-6%	0.4%	-13%	/

3 entries drawn at random from the list so far, as already listed:
SMILES	tuberculosis growth	H37Rv inhibition	VEEV TC-83 Vero	influenza NS1A	PhoP GFP inhibition	others
CN1CCC(OC(c2ccccc2)c2ccc(Cl)cc2)C1 (stereo unspecified)	/	/	i	0%	/
CCSc1nnc(NC(=O)c2cccc3ccccc23)s1	/	2%	2.7%	8%	-4%
CC(C)n1c(NCc2ccccc2O)nc2ccccc21	45%	1%	0.6%	0%	-6%

Next structures
SMILES	tuberculosis growth	H37Rv inhibition	VEEV TC-83 Vero	influenza NS1A	PhoP GFP inhibition	others
CCCc1cc(C(=O)O)c2ccccc2n1	-6%	-7%	1.7%	14%	0%
Cn1c(O)c(/C=N/c2ncccn2)c(=O)n(C)c1=O	/	/	2.5%	-10%	-7%
Nn1cc(-c2ccccc2)nc1SCC(=O)NC1CCS(=O)(=O)C1 (stereo unspecified)	-1%	-1%	3.3%	-2%	1%
CCCCc1nc(N2CCN(C(=O)c3ccco3)CC2)c(C#N)c2c1CCCC2	5%	54%	2.1%	6%	-4%
CCN1CC(CN(C)Cc2nc(-c3ccc(C(F)(F)F)cc3)oc2C)CC1=O (stereo unspecified)	15%	1%	0.2%	-2%	-5%
CC1=NN(c2ccccc2)C(=O)/C1=C/C=C/c1ccc(N(C)C)cc1	/	/	0.8%	3.1µM*	/
CCN1C(=O)[C@H]2[C@H]3CN=C(SCc4ccc(C)cc4)N3[C@@](C)(C(=O)OC)[C@H]2C1=O	/	/	0.2%	-10%	/
CSc1nsc(SC)c1NC(=O)OCCc1ccccn1	-3%	3%	0.5%	-3%	-14%
COc1ccc(N2CCN(c3n[nH]c(N)n3)CC2)cc1	-10%	0%	0.0%	0%	7%	VEEV TC-83 Vero 10K pilot screen=0.0
COc1c(C)cc(C(=O)C2CCCN(C(=O)CCCn3cncn3)C2)cc1C (stereo unspecified)	-5%	-2%	i	-1%	-9%
CC(C)CCNC(=O)CNC(=S)N(Cc1ccccc1)Cc1cccnc1	37%	-5%	i	-3%	2%
CC(=O)c1ccc(NC(=O)CSc2nc(C3CC3)nc3ccccc23)cc1	-5%	0%	0.6%	0%	-8%
Cc1nc([N+](=O)[O-])c(C(=O)OCc2ccccc2)n1C	-31%	2%	1.2%	-6%	-61%
CCOC(=O)C1(Cc2cccc(Cl)c2)CCCN(C(=O)c2cc(CC)on2)C1 (stereo unspecified)	4%	8%	9.2%	-5%	-6%
CC(NC(=O)c1cc([N+](=O)[O-])cc([N+](=O)[O-])c1)C1CC2CCC1C2 (stereo unspecified)	?	?	0.8%	-3%	-12%
O=C(Oc1ccc(Br)cc1)c1cncc(Br)c1	48%	0%	0.2%	-19%	-3%
O=C(Nc1ccc2nc3n(c(=O)c2c1)CCCC3)c1ccccc1[N+](=O)[O-]	-17%	2%	0.8%	21%	-5%
CCOC(=O)N1CCN(C(=O)CN(c2ccc3c(c2)OCO3)S(C)(=O)=O)CC1	1%	-4%	i	5%	-1%
Cc1cccc(NS(=O)(=O)c2ccc3c(c2)CCC(=O)N3)c1	-18%	1%	0.9%	6%	3%
CCOc1ccc2nc(COC(=O)c3cccs3)c(C(=O)c3ccccc3)[n+]([O-])c2c1	7%	1%	0.8%	3%	-1%
O=C(NC1CCN(C(=O)Nc2cccc(Cl)c2)CC1)c1ccco1	-3%	-2%	0.9%	-5%	-6%
Cc1ccc(NC(=S)N(CCN(C)C)Cc2cccs2)cc1C	41%	8%	1.7%	11%	2%
CCCN(Cc1nnc(-c2cccs2)o1)C(=O)CN1C(=O)NC2(CCCCC2)C1=O	/	/	1.0%	5%	/
COc1ccc(NC(=O)CS(=O)(=O)c2cn(CC(=O)N3CCCC3)c3ccccc23)c(OC)c1	-7%	-19%	8.6%	-4%	-3%
CCCOc1ccc(C2C(=O)N(C3CCCCC3)CC(=O)N2C2CC2)cc1OC (stereo unspecified)	4%	1%	i	1%	-8%
O=C(N/N=C/c1cc(Br)ccc1O)c1ccncc1	64%	?	2.9%	5.5µM*	35µM*
CC1(C)SC(=S)N(NC(=O)Nc2cccc3ccccc23)C1N(O)C(=O)Nc1ccccc1 (stereo unspecified)	3%	91%	1.8%	-5%	-6%

Compounds above containing a furan ring, fused or not, in the order listed:
SMILES	tuberculosis growth	H37Rv inhibition	VEEV TC-83 Vero	influenza NS1A	PhoP GFP inhibition	others
COc1cccc(C(C(=O)NC2CCCC2)N(Cc2ccccc2OC)C(=O)c2ccco2)c1 (stereo unspecified)	23%	4%	9.1%	-21%	4%
O=c1c2c3c(sc2ncn1/N=C/c1ccco1)CCCC3	-3%	-3%	1.7%	8%	-1%
O=C(COc1ccc(S(=O)(=O)N2CCCC2)cc1)NCc1ccco1	-2%	5%	1.1%	-3%	-10%
CC(=O)Nc1ccc(NC(=S)NC(=O)/C=C/c2ccco2)cc1	8%	12%	2.1%	2%	-4%
CCCCc1nc(N2CCN(C(=O)c3ccco3)CC2)c(C#N)c2c1CCCC2	5%	54%	2.1%	6%	-4%
O=C(NC1CCN(C(=O)Nc2cccc(Cl)c2)CC1)c1ccco1	-3%	-2%	0.9%	-5%	-6%
